# Compound activity: PubChem, several laboratories
# NFkB transloc inh: inhibitors of IL-1B driven NFkB p65 nuclear import, primary screen, imaging, HUVEC, IL-1B stimulus, high-content imaging; 0.43% of 94,000 active; HUVEC IL-1B NFkB p65 nuclear translocation imaging; inhibition, % at 2 µM; AID 796, 2007;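 active = inhibition above about 30% together with a positive call from visual inspection of the well image, limit read from the data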;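 note: nuclear over cytoplasmic p65 intensity ratio measured by imaging; 0% = IL-1B stimulated DMSO wells and 100% = unstimulated DMSO wells; values of inactives mirror those of a sister screen read the other way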
# NFkB transloc pot: enhancers of NFkB p65 translocation in HUVEC – imaging, IL-1B stimulus, high-content imaging, primary screen | activation, % at 2 µM | HUVEC IL-1B NFkB p65 nuclear translocation imaging | 0.3% of 94,000 active;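 active = activation above 40%, about the mean plus 3 SD, also judged a hit on visual image review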;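 note: percent activation is computed from the nuclear over cytoplasmic p65 intensity ratio; values of inactives mirror those of a sister screen read the other way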
# Bcl-B displacement: displacers of TR3 peptide from Bcl-B, primary screen, selectivity assay for Bfl-1 inhibitor project, biochemical, fluorescence polarization; Bcl-2-like protein 10 (Homo sapiens); FP displacement of FITC-TR3 peptide from Bcl-B; higher % means a stronger effect; 0.11% of 96,000 active; displacement, % at 20 µM; hits with a dose series show IC50 in µM;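 active = displacement above 50% at 20 µM plus a fluorescence interference ratio under 1.5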;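 note: plate controls were wells without compound for no effect and wells lacking Bcl-B protein for full effect; a part of the inactive calls stands beside numbers as strong as those of hits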
# MRP reversal: reversal of MRP1-mediated doxorubicin resistance, primary screen, H69AR cells, doxorubicin co-treatment; H69AR cells + 2 uM doxorubicin, CellTiter-Glo, 72 h; differential viability (reversal), % at 10 µM; 0.04% of 85,000 active; AID 602, 2007;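 active = viability drop by adding the cancer drug above about 55%, with treated viability meeting a 40% cutoff, limit read from the data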;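 note: viability without doxorubicin minus viability with 2 µM doxorubicin for each compound; larger differential means the compound sensitizes cells more to doxorubicin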
# PLAP inhibition: PLAP enzyme inhibitors, biochemical, luminescence, HTS (AID 690); Alkaline phosphatase, placental type (Homo sapiens); purified PLAP, luminescent substrate; higher % means a stronger effect; inhibition, % at 20 µM; hits with a dose series show IC50 in µM; 0.08% of 96,000 active; in the data active = a potency from the dose series; inactive = the rest, 99 in 100 with inhibition below about 30%; note: strong numbers were not always called active
# MRP reversal cytotoxicity: also measured in MRP reversal; calls as there; viability, %; H69AR cells, CellTiter-Glo, 72 h; measured here: cytotoxicity without doxorubicin
# MRP reversal with doxorubicin: second read-out of MRP reversal, no call of its own (marks repeat the call); viability, %; measured here: viability with 2 uM doxorubicin; hits give low values
# NFkB transloc inh cell count 2 µM: second read-out of NFkB transloc inh, no call of its own (marks repeat the call); cell count; measured here: cells passing quality filter;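 raw number of nuclei counted in each imaged well without normalization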
# NFkB transloc pot cell count 2 µM: further read-out of NFkB transloc pot, marked with its call; cell count; measured here: cells passing quality filter
# * hit, by the source's call; x = no result given.
SMILES	MRP reversal	MRP reversal cytotoxicity	NFkB transloc inh	NFkB transloc pot	MRP reversal with doxorubicin	Bcl-B displacement	NFkB transloc inh cell count 2 µM	NFkB transloc pot cell count 2 µM	PLAP inhibition
COc1ccc(CN2c3cc(S(=O)(=O)N4CCOCC4)ccc3N3CCCC32)cc1 (stereo unspecified)	6.7	95.2	-28.1	28.1	88.5	7.0%	194	194	-32.8%
Clc1ccc(C(c2nnnn2C2CCCC2)N2CCN(Cc3ccncc3)CC2)cc1 (stereo unspecified)	x	x	x	x	x	-5.9%	x	x	-27.5%
Cc1ccc(CSCC(=O)Nc2ccc3c(c2)OCO3)cc1	-12.9	68.4	-27.8	27.8	81.3	-3.8%	176	176	1.3%
Cc1nc(C)c(C(=O)Nc2nc3c(C)cccc3s2)o1	-0.9	86.7	-12.3	12.3	87.6	-69.4%	143	143	-23.5%
O=C(Cc1ncn[nH]1)NCCc1ccccc1	-6.2	86.2	-8.8	8.8	92.4	-15.4%	180	180	-138.2%
COc1ccc(NC(=O)ON=C2c3ccccc3-c3ccccc32)cc1	x	x	8.3	-8.3	x	6.9%	190	190	-3.5%
CCCSC1=C(C#N)C(c2ccccc2C)C(C(=O)OC)C(=O)N1 (stereo unspecified)	8.7	88.2	x	x	79.5	-18.9%	x	x	0.1%
Cc1cc(C)c2nc(NC(=O)c3ccc4c(c3)OCO4)sc2c1	x	x	9.0	-9.0	x	-1.7%	186	186	15.9%
CC(C)C(NC(=O)C12CC3CC(CC(C3)C1)C2)C(=O)NC1=NCCS1 (stereo unspecified)	x	x	4.1	-4.1	x	11.5%	176	176	-10.5%
CNC(=O)c1nnn(Cc2ccccc2)c1NC(C)=O	16.5	108.2	-28.3	28.3	91.6	-10.8%	144	144	-12.3%
CCOC(=O)C1=C(N)c2ccccc2CC1C(C)C (stereo unspecified)	-1.6	88.6	1.7	-1.7	90.1	-3.3%	158	158	62.9%
Cc1ccc(OCCSc2ncnc3sc(C)c(C)c23)cc1C	x	x	-6.1	x	x	-15.9%	168	x	7.3%
O=C(CN1CCN(C(c2ccccc2)c2ccccc2)CC1)N1CCOCC1	0.4	102.0	0.4	-0.4	101.6	-6.7%	139	139	-83.3%
O=C(CSc1ncnc2ccccc12)NCCCO	-20.8	89.3	-3.9	3.9	110.1	1.6%	142	142	12.6%
CCOC(=O)c1[nH]c2ccc(OC)cc2c1NC(=O)CN1CCSCC1	21.9	81.9	-5.3	5.3	60.0	4.9%	216	216	-24.0%
COc1ccc2c(c1)OCC1=C2CCC2(C)C(=O)CC=C12 (stereo unspecified)	2.8	10.9	-4.3	4.3	8.1	1.9%	117	117	-8.8%
CN1CC=C2C(C#N)=C(N)C(C#N)(C#N)C(Cc3ccccc3)C2C1 (stereo unspecified)	-12.5	57.1	-4.8	4.8	69.6	65.8%	162	162	-33.0%
OC1CCCN(Cc2ccc3c(c2)Cc2ccccc2-3)C1 (stereo unspecified)	3.2	75.6	-13.8	13.8	72.4	-1.3%	156	156	-24.1%
CCOc1ccc(S(=O)(=O)N2CCCCC2)c2ccccc12	2.8	72.7	-11.0	11.0	69.9	4.4%	121	121	-2.6%
O=C(CCc1ccccc1)n1nc(-c2ccco2)nc1SCc1ccccc1	-10.6	66.9	-18.3	18.3	77.4	2.8%	182	182	17.3%
COc1cccc(-c2csc(N3CCN(C(=S)Nc4ccccc4Cl)CC3)n2)c1	x	x	-9.2	9.2	x	-13.3%	122	122	1.2%
COC(=O)CS(=O)(=O)c1nnc([C@H](Cc2ccccc2)NC(=O)OC(C)(C)C)o1	0.3	0.3	9.9	-9.9	0.0	-15.5%	117	117	-40.7%
O=C(CN1C(=O)NC2(CCOc3ccccc32)C1=O)Nc1ccc2c(c1)OCCO2 (stereo unspecified)	-4.2	95.3	9.2	-9.2	99.5	-4.2%	178	178	27.3%
COc1cc(/C=N\NC(=O)Cn2nnc3ccccc32)cc(OC)c1OC	x	x	-8.9	8.9	x	-1.3%	105	105	-10.0%
Cc1noc(C)c1S(=O)(=O)Nc1ccc(C(=O)N2CCCCC2)cc1	-6.3	94.4	5.2	-5.2	100.8	2.1%	177	177	-27.2%
CCOc1cccc(C(=O)Nc2nc(-c3ccc(S(=O)(=O)N4CCOCC4)cc3)cs2)c1	-10.1	31.9	-25.8	25.8	41.9	2.5%	114	114	11.9%
COc1ccc(CNC(=O)C(C)NC(=O)c2cc3ccccc3o2)cc1 (stereo unspecified)	-3.9	90.0	8.5	-8.5	93.8	1.2%	186	186	-2.2%
O=C1c2ccccc2C(=O)N1C/C=C/c1ccccc1	-10.2	97.8	-5.6	5.6	108.1	-7.4%	160	160	15.8%
Cc1c(-c2ccccc2)[n+](=O)c(-c2ccco2)c(C)n1[O-]	1.4	98.3	0.1	-0.1	96.9	-2.7%	155	155	14.9%
CCc1ccc2oc(-c3ccc(N)cc3)nc2c1	-16.6	41.1	4.8	-4.8	57.7	-1.1%	134	134	-7.1%

# Two entries picked at random from those above, as already listed:
SMILES	MRP reversal	MRP reversal cytotoxicity	NFkB transloc inh	NFkB transloc pot	MRP reversal with doxorubicin	Bcl-B displacement	NFkB transloc inh cell count 2 µM	NFkB transloc pot cell count 2 µM	PLAP inhibition
COC(=O)CS(=O)(=O)c1nnc([C@H](Cc2ccccc2)NC(=O)OC(C)(C)C)o1	0.3	0.3	9.9	-9.9	0.0	-15.5%	117	117	-40.7%
Cc1c(-c2ccccc2)[n+](=O)c(-c2ccco2)c(C)n1[O-]	1.4	98.3	0.1	-0.1	96.9	-2.7%	155	155	14.9%

# Following part.
SMILES	MRP reversal	MRP reversal cytotoxicity	NFkB transloc inh	NFkB transloc pot	MRP reversal with doxorubicin	Bcl-B displacement	NFkB transloc inh cell count 2 µM	NFkB transloc pot cell count 2 µM	PLAP inhibition
O=C(CC(Nc1ccccc1Cl)C(=O)OCC(=O)c1cccs1)c1ccccc1 (stereo unspecified)	x	x	2.9	-2.9	x	0.5%	73	73	-7.6%
NC1=NC2(CCN(Cc3ccccc3)CC2)n2c(nc3ccccc32)N1	-11.9	89.7	1.9	-1.9	101.6	1.7%	176	176	-162.6%
Nn1c(Cc2ccccc2F)nnc1SCC(=O)N1CC(=O)Nc2ccccc21	9.5	92.5	-28.1	28.1	83.0	x	97	97	x
CCCn1c(SCc2ccccc2)nc2c1c(=O)[nH]c(=O)n2C	-15.7	58.9	x	x	74.6	-10.8%	x	x	-5.0%
CCOC(=O)C1=C(O)CSC1=Nc1ccccc1	16.0	107.3	5.1	-5.1	91.3	-68.7%	100	100	-5.1%
COC(=O)c1c(C(=O)OC)c2cccc3cc(-c4ccccc4)c4ccc1c4n32	x	x	4.7	-4.7	x	84.8%	175	175	9.4%
C=CCNC(=O)c1ccc(Sc2ccccc2)c([N+](=O)[O-])c1	x	x	-1.1	1.1	x	-15.6%	149	149	-3.5%
CCCCCCC(=O)Nc1c2c(nc3ccccc13)N(C)CC2	13.5	83.7	-3.7	3.7	70.2	-11.0%	52	52	-19.5%
CS(=O)(=O)N(CC(=O)Nc1ccc2c(c1)OCCO2)Cc1ccc(Cl)cc1	5.9	85.6	-11.5	11.5	79.7	-1.1%	101	101	-10.7%
Cc1cc(-n2nnc3ccccc32)nc2ccccc12	-11.8	46.2	-4.3	4.3	58.0	-6.4%	150	150	-2.8%
CC(OC(=O)CCCc1nc2ccccc2s1)C(N)=O (stereo unspecified)	17.9	100.7	-2.7	2.7	82.9	-4.2%	169	169	5.4%
Cc1sc2nc(SCc3nc(-c4cccs4)no3)n(-c3ccccc3)c(=O)c2c1C	x	x	3.1	-3.1	x	-1.9%	131	131	-27.0%
C=CCn1c(=O)c2c(C)c(C)sc2n2c(Nc3ccc(OC)cc3)nnc12	5.9	87.3	-3.1	3.1	81.4	-7.0%	91	91	12.5%
CCOc1cc(/C=N/O)cc(Br)c1OC	-2.4	90.5	8.3	-8.3	93.0	-4.9%	169	169	13.7%
O=C(NC(NC(=S)Nc1ccc(Cl)c(Cl)c1)C(Cl)(Cl)Cl)c1ccco1 (stereo unspecified)	x	x	-4.0	4.0	x	4.4%	174	174	-3.7%
CS(=O)(=O)NCc1ccc(C(=O)NC2CCCCC2)cc1	0.6	106.3	-2.2	2.2	105.7	-4.8%	159	159	14.7%
COCC(=O)N1CCC(n2nnc3cc(F)ccc32)CC1	2.4	97.6	-8.7	8.7	95.2	-4.5%	220	220	0.3%
CCC(C(=O)O)n1nnc(-c2ccc(-c3ccc(OC)cc3)cc2)n1 (stereo unspecified)	-20.6	89.7	-5.8	5.8	110.2	-1.8%	115	115	-49.7%
COc1ccc(OC)c(C2C(C(=O)c3cccs3)=C(O)C(=O)N2c2cc(C)on2)c1 (stereo unspecified)	19.3	94.7	1.8	-1.8	75.4	-4.9%	105	105	-16.5%
Cc1ccc(-c2nnn(Cc3nc(N)nc(N4CCOCC4)n3)n2)cc1	23.1	106.2	x	x	83.2	-2.6%	x	x	6.1%
COc1ccc(N2CCN(CCCNC(=O)C3(S(=O)(=O)c4ccc(Cl)cc4)CC3)CC2)cc1	6.0	81.5	x	x	75.6	-0.5%	x	x	-63.8%
Cc1nn(Cc2ccccc2)c(C)c1C(=O)Nc1ccc(N2CCOCC2)cc1	3.4	101.7	-4.3	4.3	98.3	-11.5%	207	207	-10.7%
COC(=O)C(Cc1c[nH]c2ccccc12)NC(=O)CNC(C)=O (stereo unspecified)	x	x	3.2	-3.2	x	9.8%	170	170	6.1%
O=c1cc(CSc2nnnn2-c2ccccc2)nc2scc(-c3ccccc3)n12	21.8	86.1	-5.2	5.2	64.3	-5.0%	168	168	-19.9%
COc1ccc(-c2noc(CCC(=O)NCc3cc(Br)ccc3OC)n2)cc1	23.8	89.3	-1.8	1.8	65.6	1.0%	62	62	7.1%
CC1=C(C#N)C(NC(=O)c2ccc(C)cc2)(C(F)(F)F)C(=O)N1 (stereo unspecified)	x	x	0.6	-2.5	x	4.8%	160	175	5.5%
Cc1ccccc1Cn1ccc(NC(=O)c2cc3nc(-c4ccco4)cc(C(F)(F)F)n3n2)n1	x	x	-13.3	13.3	x	0.4%	106	106	-30.0%
Cc1ccc(C(=O)N/C(=C\c2ccco2)C(=O)NCCCn2ccnc2)cc1C	x	x	x	x	x	21.6%	x	x	-32.3%
CC(C)CC(c1nnnn1C1CCCCC1)N1CCN(c2ncccn2)CC1 (stereo unspecified)	16.2	93.1	-4.5	4.5	76.9	-0.3%	90	90	-70.9%
Cc1cc(NC(=O)CSc2nc3c([nH]c4ccccc43)c(=O)n2-c2cccc(C(F)(F)F)c2)no1	-10.4	42.5	-7.9	7.9	52.9	x	80	80	x
O=S(=O)(c1cccc2nsnc12)N1CCN(C/C=C\c2ccccc2)CC1	-13.8	81.3	-34.1	34.1	95.2	1.8%	207	207	-49.8%
CC(C)C(=O)OCC(=O)Nc1ccc2c(c1)CCC2	x	x	-1.7	1.7	x	-3.7%	176	176	-19.1%
Cc1cccc(OCC(=O)Nc2cccc(O)c2)c1	-6.4	96.2	-2.3	2.3	102.6	-1.7%	119	119	9.3%
COC(=O)C(Nc1ccccc1Cl)(c1cc(C)c(O)c(C)c1)C(F)(F)F (stereo unspecified)	x	x	9.5	-9.5	x	2.1%	180	180	6.7%
FC(F)(F)c1cccc(-n2cccc2/C=N/n2cnnc2)c1	7.4	92.6	-15.6	15.6	85.2	-30.2%	112	112	-2.3%

# 3 entries out of the list, arranged by formula weight, highest first:
SMILES	MRP reversal	MRP reversal cytotoxicity	NFkB transloc inh	NFkB transloc pot	MRP reversal with doxorubicin	Bcl-B displacement	NFkB transloc inh cell count 2 µM	NFkB transloc pot cell count 2 µM	PLAP inhibition
Cc1cc(NC(=O)CSc2nc3c([nH]c4ccccc43)c(=O)n2-c2cccc(C(F)(F)F)c2)no1	-10.4	42.5	-7.9	7.9	52.9	x	80	80	x
COC(=O)C(Nc1ccccc1Cl)(c1cc(C)c(O)c(C)c1)C(F)(F)F (stereo unspecified)	x	x	9.5	-9.5	x	2.1%	180	180	6.7%
FC(F)(F)c1cccc(-n2cccc2/C=N/n2cnnc2)c1	7.4	92.6	-15.6	15.6	85.2	-30.2%	112	112	-2.3%

# An excerpt (hit frequency here may not be typical).
